ATG4B inhibitor – blocks human ATG4B protease cleavage of LC3 substrate; ATG4B cleavage of LC3-PLA2, NBD-HPC fluorescence, 1 h; AID 504462; inhibition, % at 8.33 µM; Q9Y4P1; hit rate 0.51% among 340,000; in the data active = inhibition above about 40%
CCR6 antag – antagonists of human CCR6 receptor; AID 493098; P51684; hit rate 0.49% among 340,000; inhibition, % at 20 µM; CHO-K1 CCR6 PathHunter beta-arrestin, luminescence, CCL20-stimulated;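 active = compounds whose inhibition of the agonist-driven luminescence signal at 20 µM reaches about 50%, limit read from the data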;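 note: cells stimulated with CCL20 at 14 nM final; plate controls were DMSO with CCL20 for no effect and DMSO without agonist for full effect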
UBC13 polyUb – blocks human UBC13 polyubiquitin chain formation; P61088; TR-FRET; inhibition, % at 20 µM; hit rate 0.47% among 330,000; AID 485273; in the data active = inhibition above about 45%, passing the limit was not always enough
Target sequence (P61088 whole entry, looked up): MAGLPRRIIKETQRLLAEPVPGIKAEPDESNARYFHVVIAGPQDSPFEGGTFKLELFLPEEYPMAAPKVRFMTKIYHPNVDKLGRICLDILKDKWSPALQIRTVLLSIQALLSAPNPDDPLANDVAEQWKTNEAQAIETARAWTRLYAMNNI
APJ ag – APJ receptor agonism; CHO-K1 APJ PathHunter beta-arrestin, luminescence; 0% DMSO wells, 100% apelin; hit rate 0.11% among 330,000; activation, % at 20 µM; AID 2520;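 active = activation more than six SD over the plate average, tested at 20 µM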;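 note: 0% = DMSO alone and 100% = apelin-13 at 10 nM; some results filed as inactive read as strong as hits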
Target sequence (P35414 whole entry, looked up): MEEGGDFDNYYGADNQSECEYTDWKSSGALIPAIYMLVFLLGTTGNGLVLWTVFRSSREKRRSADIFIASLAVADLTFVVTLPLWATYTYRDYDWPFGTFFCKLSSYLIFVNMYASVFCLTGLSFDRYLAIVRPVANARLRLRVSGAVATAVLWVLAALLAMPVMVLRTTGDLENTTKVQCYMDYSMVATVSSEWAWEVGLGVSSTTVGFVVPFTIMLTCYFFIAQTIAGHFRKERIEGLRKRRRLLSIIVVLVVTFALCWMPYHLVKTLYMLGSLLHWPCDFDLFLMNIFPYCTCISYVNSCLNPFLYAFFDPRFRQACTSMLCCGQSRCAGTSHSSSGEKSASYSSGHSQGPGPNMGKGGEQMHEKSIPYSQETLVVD
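system = engineered CHO-K1 APJ arrestin reporter cells | input = 1000 cells per well | timing = overnight seeding, 90 min compound at 25 °C, 1 h detection | measured by = enzyme-fragment complementation luminescence | read-out = beta-arrestin recruitment to APJ as agonist activity, luminescent signal | control set = negative DMSO alone, positive Apelin-13 at 10 nM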
APJ antagonist – blocks the human apelin receptor APJ; CHO-K1 APJ beta-arrestin complementation, luminescence; inhibition, % at 20 µM; hit rate 0.32% among 330,000;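 active = inhibition above about 40% at 20 µM, limit read from the data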;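 note: cells challenged with 10 nM apelin-13 agonist together with compound; plate controls were apelin-13 plus DMSO wells for no effect and DMSO wells lacking apelin-13 for full effect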
EBI2 block – blocks human EBI2 receptor beta-arrestin signaling; P32249; EBI2 beta-arrestin recruitment, luminescence, 7a,25-OHC stimulated; inhibition, % at 5 µM; hit rate 0.81% among 360,000; AID 651636; in the data active = inhibition above about 38%;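 note: enzyme fragment complementation signal reports receptor beta-arrestin coupling in cells; 0% = agonist plus DMSO wells and 100% = wells without agonist; some results beyond the cut were filed as inactive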
Target sequence (P32249 whole entry, looked up, the tested form may be a part): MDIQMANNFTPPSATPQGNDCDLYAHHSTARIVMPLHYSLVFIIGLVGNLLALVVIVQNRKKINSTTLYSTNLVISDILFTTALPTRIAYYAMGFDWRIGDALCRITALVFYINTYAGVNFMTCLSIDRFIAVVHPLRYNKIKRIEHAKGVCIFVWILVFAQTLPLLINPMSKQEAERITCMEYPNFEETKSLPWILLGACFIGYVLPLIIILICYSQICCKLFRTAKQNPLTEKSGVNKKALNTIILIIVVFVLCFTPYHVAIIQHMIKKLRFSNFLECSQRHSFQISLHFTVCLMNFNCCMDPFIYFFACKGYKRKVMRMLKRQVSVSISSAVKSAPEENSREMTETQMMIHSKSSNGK
Gli-Sufu antag – antagonists of Gli-Sufu signaling. Sufu-KO-LIGHT fibroblasts, Gli luciferase reporter luminescence. hit rate 0.74% among 340,000. inhibition, % at 5 µM. AID 588413;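 active = inhibition above about 55%, limit read from the data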;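 note: 0% = DMSO-treated cells and 100% = wells with medium but no cells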
CXCR6 block – inhibitors of human CXCR6 receptor. O00574. hit rate 0.36% among 360,000. inhibition, % at 20 µM. AID 602244. CHO-K1 PathHunter CXCR6 beta-arrestin, luminescence; in the data active = inhibition above about 34%, passing the limit was not always enough;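 note: antagonist mode with CXCL16 agonist at 10 nM final; 0% = 10 nM CXCL16 with DMSO and 100% = unstimulated wells without agonist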
* hit, by the source's call; nt = no result given.

(1) CC(NS(=O)(=O)c1ccc(Br)cc1)C(=O)NC1CCCCCC1 (centres undefined)
(2) Cc1cccc(C)c1OC(=O)CSc1nnc(-c2ccccc2)o1
(3) COc1cccc(-c2noc(-c3ccc4c(c3)OCO4)n2)c1
(4) O=C(NC1CCN(Cc2ccccc2)CC1)c1ccccc1F
(5) CC(=O)Nc1ccc(S(=O)(=O)NCC2CCC(C(=O)NC3CCCCCC3)CC2)cc1 (centres undefined)
(6) CC1CCN(S(=O)(=O)c2ccc(S(=O)(=O)N3CCC4(CC3)OCCO4)cc2)CC1
(7) CCCCOc1ccc(C(=O)NCC(=O)NCCOc2ccccc2OC)cc1
(8) CCn1c(C)c(C(C)=O)c(N2CCN(c3ccccc3)CC2)nc1=S
Screen / compound no.	1	2	3	4	5	6	7	8
ATG4B inhibitor	3	5	2	3	-3	6	0	6
CCR6 antag	14	1	3	0	-6	13	4	2
UBC13 polyUb	4	-2	8	-10	11	13	10	-11
APJ ag	-2	2	-1	4	-4	-5	-4	0
APJ antagonist	7	2	-12	-6	-6	-1	0	13
EBI2 block	5	5	5	13	-9	-1	3	-10
Gli-Sufu antag	-11	-12	-88	6	5	4	0	10
CXCR6 block	10	-3	-2	-4	-4	6	-1	3

(9) CCN1C(=O)CC(n2c(C)nc3ccccc32)C1=O (centres undefined)
(10) COc1ccc2c(c1)OC[C@H]1[C@H]2N2C(=O)CN(Cc3ccc(C)cc3)C(=O)[C@@]2(C)[C@H]1c1ccccc1
(11) COc1cc(C(=O)NC(=S)NNC(=O)c2ccc3c(c2)OCO3)cc(OC)c1OC
(12) CCC(C)(C)NC(=O)C(c1ccncc1)N(C(=O)c1sc(C)nc1C)c1ccc(C)cc1 (centres undefined)
(13) O=C(C[C@H]1C[C@H](C(=O)N2CCOCC2)[C@@]2(CCC3CCCC3)c3[nH]c4ccc(Cl)cc4c3CCN2C1=O)NCc1ccco1
(14) Cc1cc(CNC(=O)Cn2cc([N+](=O)[O-])cn2)c2ccccc2n1
(15) S=c1[nH]nc(-c2ccc3ncccc3c2)n1-c1ccc2c(c1)OCCO2
(16) CCc1cc(=O)oc2cc(OC(C)C(=O)NCC3CCC(C(=O)O)CC3)c(Cl)cc12 (centres undefined)
Screen / compound no.	9	10	11	12	13	14	15	16
ATG4B inhibitor	-7	-11	-14	-15	1	5	-9	-26
CCR6 antag	-1	11	30	9	30	9	-1	-11
UBC13 polyUb	4	3	-8	-9	nt	-14	9	-10
APJ ag	-4	-3	-5	-3	nt	-3	-1	-1
APJ antagonist	10	-3	13	4	nt	-17	4	-53
EBI2 block	-5	9	21	-5	16	-2	-2	4
Gli-Sufu antag	-1	2	-5	-2	0	-2	0	-5
CXCR6 block	-7	7	9	-4	8	1	5	3

(17) CCOC(=O)c1ccc(-c2ccc(/C=N/NC(=O)CN(c3cccc(C)c3)S(C)(=O)=O)o2)cc1
(18) COCCN(C(=O)CCCc1nc2ccccc2s1)c1c(N)n(CC(C)C)c(=O)[nH]c1=O
(19) COc1ccc(OC(C)C(=O)N2CC(C)OC(C)C2)cc1 (centres undefined)
(20) C=CCOC(=O)C1=C[C@@H](c2ccc(Br)cc2)C[C@@H](OCc2ccc(CO)cc2)O1
(21) CS(=O)(=O)N(CC(=O)NCCSC1CCCCC1)c1ccccc1
(22) CCN(CC)CCn1c2c(c(SCC(=O)Nc3cccc4ccccc34)nc1=O)CCCC2
(23) CCn1c(-c2csc(C(C)C)c2)n[nH]c1=S
(24) CCOc1ccc(C(=O)Nc2ccc(S(=O)(=O)N3CCOCC3)cc2)cc1OCC
Screen / compound no.	17	18	19	20	21	22	23	24
ATG4B inhibitor	-14	-5	-8	-1	-5	-12	-6	8
CCR6 antag	2	4	1	9	11	13	4	-5
UBC13 polyUb	-9	-21	3	-5	2	4	-1	-5
APJ ag	-2	1	-1	-2	-3	-4	-2	-3
APJ antagonist	6	-56	14	-2	0	7	-8	-31
EBI2 block	3	0	-4	9	-1	6	12	3
Gli-Sufu antag	-41	-6	2	-11	-5	35	-7	-21
CXCR6 block	0	-2	4	6	-4	6	15	11

(25) COc1ccc(CNc2nc3ccccc3n2C)c(OC)c1
(26) O=S(=O)(/C=C/c1ccccc1)Nc1ccc(N2CCOCC2)cc1
(27) CCC(=O)N1C(=O)CCN(C(C)=O)c2ccccc21
(28) NC(=S)N=Nc1c(O)cc(O)c2[nH]c(=O)ccc12
(29) Cc1nc(NC(=O)COC(=O)C2CC3CCCC(C2)C3=O)c(Cl)cc1Cl (centres undefined)
(30) O=C(CN1C(=O)NC2(CCOc3ccccc32)C1=O)c1ccc(Cl)cc1 (centres undefined)
(31) CCN(CC)S(=O)(=O)c1ccc2nnn(O)c2c1
(32) Cc1ccc(-c2nnn3c2nc(NC(C)C)c2ccccc23)cc1
Screen / compound no.	25	26	27	28	29	30	31	32
ATG4B inhibitor	-10	-7	-10	1	-9	4	10	-1
CCR6 antag	-4	7	-3	16	0	-4	0	4
UBC13 polyUb	-14	-10	3	nt	-6	6	11	25
APJ ag	-3	0	-2	nt	1	-3	3	-1
APJ antagonist	6	1	9	nt	15	7	9	11
EBI2 block	-7	-1	2	-31	3	3	-10	0
Gli-Sufu antag	-57	-8	14	11	6	16	10	9
CXCR6 block	-12	-8	1	-1	0	8	-10	5

Reformatted with values under each structure: entries from further up
Each structure is followed by: ATG4B inhibitor, CCR6 antag, UBC13 polyUb, APJ ag, APJ antagonist, EBI2 block, Gli-Sufu antag, CXCR6 block
(28) NC(=S)N=Nc1c(O)cc(O)c2[nH]c(=O)ccc12
→ 1, 16, nt, nt, nt, -31, 11, -1
(29) Cc1nc(NC(=O)COC(=O)C2CC3CCCC(C2)C3=O)c(Cl)cc1Cl (centres undefined)
→ -9, 0, -6, 1, 15, 3, 6, 0

New compounds follow.
(33) O=C(NNC1=Nc2ccccc2SC1)c1ccc(Cl)cc1
(34) CC1Cc2ccccc2N1C(=O)COC(=O)c1c2c(nc3ccccc13)CCCCC2 (centres undefined)
(35) COc1ccccc1NC(=O)NNC(=O)c1ccc(-c2ccccc2)cc1
(36) CCN(CC)S(=O)(=O)c1cccc(NC(=O)CNC2CCCCCC2)c1
(37) NC(=S)NC(=O)/C=C/c1ccccc1
(38) CCOC(=O)N1CCN(C(=O)CSc2ccc(-c3ccc(OC)c(OC)c3)nn2)CC1
(39) COc1ccccc1N1CCN(C(=O)c2ccc(COc3cccc4c3OC(C)(C)C4)cc2)CC1
(40) CCC(=O)N(C)/C=C1\Sc2ccccc2C1=O
Screen / compound no.	33	34	35	36	37	38	39	40
ATG4B inhibitor	-6	44*	-6	-9	-4	-7	16	15
CCR6 antag	44	16	7	3	20	-4	11	-3
UBC13 polyUb	-25	2	20	11	3	-12	-8	1
APJ ag	3	1	-1	-4	-2	-1	8	1
APJ antagonist	5	-22	-8	1	1	-29	-52	-7
EBI2 block	20	-55	-12	-5	2	3	15	-2
Gli-Sufu antag	8	12	3	5	-6	3	21	-1
CXCR6 block	25	1	0	-8	7	-9	4	-14

(41) COc1ccc(CC(=O)NCC(=O)Nc2ccccc2Br)cc1
(42) C/C(Cn1cnc([N+](=O)[O-])n1)=N\NC(=O)c1ccc(F)cc1
(43) O=C(/C=C/c1ccccc1[N+](=O)[O-])N1CCc2ccccc2C1
(44) CCOC(=O)c1ccc(NC(=S)NCc2ccc(S(N)(=O)=O)cc2)cc1
(45) CCCc1ccc(S(=O)(=O)Nc2ccc(C)c(NS(C)(=O)=O)c2)cc1
(46) O=S(=O)(c1ccc(Cl)cc1)N1CCN(Cc2ccncc2)CC1
(47) COC(=O)c1nc(N)sc1-c1ccccc1
(48) CCN(CC)S(=O)(=O)c1ccc(C(=O)Oc2coc(CSc3nc(C)cc(C)n3)cc2=O)cc1
Screen / compound no.	41	42	43	44	45	46	47	48
ATG4B inhibitor	-8	-5	16	-9	-2	-15	-4	-1
CCR6 antag	-3	-1	21	18	4	-1	-10	11
UBC13 polyUb	3	2	1	7	2	-6	11	-4
APJ ag	0	-1	-4	-3	-3	-1	-4	-2
APJ antagonist	6	-10	7	-14	3	3	7	14
EBI2 block	5	5	6	4	-13	-10	-10	-6
Gli-Sufu antag	-9	-2	-6	-4	5	4	12	5
CXCR6 block	0	-7	-6	-4	5	-9	-12	3

Compound profiles (already shown).
C/C(Cn1cnc([N+](=O)[O-])n1)=N\NC(=O)c1ccc(F)cc1 is listed with ATG4B inhibitor: -5; CCR6 antag: -1; UBC13 polyUb: 2; APJ ag: -1; APJ antagonist: -10; EBI2 block: 5; Gli-Sufu antag: -2; CXCR6 block: -7
CCOC(=O)c1ccc(NC(=S)NCc2ccc(S(N)(=O)=O)cc2)cc1 is listed with ATG4B inhibitor: -9; CCR6 antag: 18; UBC13 polyUb: 7; APJ ag: -3; APJ antagonist: -14; EBI2 block: 4; Gli-Sufu antag: -4; CXCR6 block: -4

Next section:
(49) C=CCN(CC=C)C(=O)c1cccc(OC2CCN(S(=O)(=O)N(C)C)CC2)c1
(50) COC(=O)CCC/C=C1/SCC(NC(=O)c2ccccc2)/C1=N/O (centres undefined)
(51) CN(CCc1ccccc1)C(=O)c1cc(COc2ccc(F)cc2Cl)on1
(52) O=C(OCC(=O)N1CCN(c2ccccc2)CC1)c1ccccc1OC(F)F
(53) Cc1ccnc(NC(=O)c2ccc(S(=O)(=O)N3CCCCCC3)cc2)c1
(54) CCc1ccccc1Nc1nc(N)nc(CSCC(=O)c2cc(C)n(C)c2C)n1
(55) COc1ccc(C2=CCCCCC2)c(OC)c1OC
(56) NC(=O)C1CCN(C(=O)N2c3ccccc3Sc3ccccc32)CC1
(57) CC(NC(=O)c1ccco1)C(=O)N1CCN(c2cccc(Cl)c2)CC1 (centres undefined)
(58) CN(C)S(=O)(=O)c1ccc(Cl)c(NC(=O)COC(=O)c2ccc(O)cc2)c1
Screen / compound no.	49	50	51	52	53	54	55	56	57	58
ATG4B inhibitor	-2	-6	15	-2	-13	-17	-4	3	0	-7
CCR6 antag	18	19	8	0	4	1	18	15	9	3
UBC13 polyUb	-3	-1	4	3	3	4	nt	42	-2	-4
APJ ag	0	-3	0	-2	7	-3	nt	-3	-3	-1
APJ antagonist	-1	11	8	8	28	0	nt	6	3	1
EBI2 block	-4	1	-3	-36	14	8	3	8	7	-10
Gli-Sufu antag	3	4	-11	-4	-22	-3	-2	-13	-2	-4
CXCR6 block	-2	3	6	5	4	-2	-3	-4	0	1

Screens deposited in PubChem by Sanford-Burnham Center for Chemical Genomics.
